Compound activity: PubChem BioAssay, The Scripps Research Institute Molecular Screening Center
proCasp7 act = procaspase-7 activators, primary screen, counter-screen for procaspase-3 activator project, biochemical, absorbance, HTS, human. recombinant procaspase-7, Ac-DEVD-pNA absorbance 405 nm; D23A/D198A/D206A triple mutant, cannot self-cleave; scale: DMSO 0, 5 µM enzyme 100. activation, % at 8.5 µM. hit rate 0.093% among 330,000. AID 463210, 2010;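 active = percent activation above the screen-wide mean plus 3 SD, cut at about 25% in these data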
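Assay system – Uncleavable procaspase-7 mutant enzyme · Quantity – 2 µM procaspase-7 mutant as dispensed · Times – 1 h preincubation, 2 h reaction · Dosing – single nominal 8.5 µM compound dose, 0.8% DMSO final · Buffer or medium – Zinc-free 50 mM HEPES buffer, pH 7.4, with NaCl and Triton X-100 · Detection – Epi-absorbance of released pNA at 405 nm, two timepoints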
AHR act = AHR activators, primary screen, cell-based, luminescence, luciferase reporter, human; hit rate 2.5% among 320,000; AID 2796, 2010; activation, % at 5 µM; AHR-responsive luciferase reporter cells; in the data active = activation above about 47%;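 also: 0% = vehicle wells and 100% = reference agonist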
PP5 primary = PP5 phosphatase inhibitors, primary screen, biochemical, fluorescence. Serine/threonine-protein phosphatase 5 (Homo sapiens), P53041. purified PP5c, OMFP substrate fluorescence. inhibition, % at 6.7 µM. hit rate 0.18% among 320,000;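 active = inhibition above the campaign's mean inhibition across all tested compounds plus 3 SD, cut at about 9.5% in these data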;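 also: 0% = DMSO only and 100% = 100 µM cantharidin control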
Target sequence (P53041 whole entry, looked up): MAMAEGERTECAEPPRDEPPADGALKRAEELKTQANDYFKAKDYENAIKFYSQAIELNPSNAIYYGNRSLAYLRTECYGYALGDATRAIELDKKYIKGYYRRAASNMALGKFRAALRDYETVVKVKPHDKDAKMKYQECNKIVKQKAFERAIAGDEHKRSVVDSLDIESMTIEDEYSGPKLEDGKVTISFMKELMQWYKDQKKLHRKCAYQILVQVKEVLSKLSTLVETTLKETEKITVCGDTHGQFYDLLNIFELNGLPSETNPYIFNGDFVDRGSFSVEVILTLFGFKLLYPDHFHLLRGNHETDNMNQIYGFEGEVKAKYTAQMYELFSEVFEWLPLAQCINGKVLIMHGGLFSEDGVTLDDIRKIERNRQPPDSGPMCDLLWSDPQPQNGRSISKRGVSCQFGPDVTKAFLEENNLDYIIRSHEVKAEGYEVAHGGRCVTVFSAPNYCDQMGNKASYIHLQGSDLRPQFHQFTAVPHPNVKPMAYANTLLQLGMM
PP1 inh = PP1-alpha phosphatase inhibitors, primary screen, counter-screen for PP5 inhibitor project, biochemical, fluorescence, OMFP substrate, single point. Serine/threonine-protein phosphatase PP1-alpha catalytic subunit (Homo sapiens), P62136. purified PP1alpha. inhibition, % at 6.7 µM. hit rate 0.9% among 320,000. AID 2235, 2010;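 active = inhibition above the mean inhibition of all tested compounds plus 3 SD, computed separately for each screening campaign, cut at about 15% in these data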
Target sequence (P62136 whole entry, looked up): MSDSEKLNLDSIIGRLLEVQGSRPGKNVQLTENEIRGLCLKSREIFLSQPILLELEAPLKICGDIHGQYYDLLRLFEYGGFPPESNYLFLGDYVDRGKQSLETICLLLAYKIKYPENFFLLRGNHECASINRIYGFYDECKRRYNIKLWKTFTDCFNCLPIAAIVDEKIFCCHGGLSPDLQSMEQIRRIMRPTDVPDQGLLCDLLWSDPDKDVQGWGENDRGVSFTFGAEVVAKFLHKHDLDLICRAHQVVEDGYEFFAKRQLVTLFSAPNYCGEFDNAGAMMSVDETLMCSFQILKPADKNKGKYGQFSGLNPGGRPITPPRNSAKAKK
procasp3 activ = activators of human procaspase-3 D3A mutant, primary screen, biochemical, absorbance, PC-3 D3A mutant, single concentration; recombinant procaspase-3 D3A, Ac-DEVD-pNA absorbance 405 nm; activation, % at 8.5 µM; hit rate 0.11% among 330,000;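 active = activation above the mean of all tested compounds plus 3 SD, cut at about 21% in these data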;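 also: 0% = DMSO alone and 100% = DMSO wells spiked with extra 5 µM PC-3 D3A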
Target sequence (P42574 whole entry D9A/D28A/D175A): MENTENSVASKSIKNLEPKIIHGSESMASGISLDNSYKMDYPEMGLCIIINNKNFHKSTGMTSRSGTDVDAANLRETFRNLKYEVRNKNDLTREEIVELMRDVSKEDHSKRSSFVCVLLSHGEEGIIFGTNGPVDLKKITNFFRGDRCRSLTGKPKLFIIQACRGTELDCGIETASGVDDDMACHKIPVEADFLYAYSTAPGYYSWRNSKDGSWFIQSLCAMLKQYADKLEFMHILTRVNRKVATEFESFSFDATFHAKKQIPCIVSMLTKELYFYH
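Technique: 405 nm absorbance of p-nitroaniline, reads at 0 and 120 min; Test system: Procaspase-3 D3A mutant; Incubation: 1 h enzyme-compound preincubation, then 2 h substrate reaction, 25 °C; Repeats: singlicate, each compound tested once; Benchmarks: low control DMSO wells, high control DMSO plus 5 µM PC-3 D3A.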
TPT1 inh = Candida albicans TPT1 enzyme inhibitors, primary screen, biochemical, fluorescence polarization; tRNA 2'-phosphotransferase TPT1 (Candida albicans SC5314); recombinant caTPT1, FP RNA substrate dephosphorylation; inhibition, % at 5 µM; AID 1962, 2009; hit rate 0.81% among 300,000;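 active = inhibition above the mean of all tested compounds plus 3 SD, set per screening campaign, cut at about 24% in these data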;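 also: plate controls were DMSO alone for no effect and ferristatin control at 100 nM for full effect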
PAFAH2 inh = PAFAH2 enzyme inhibitors, primary screen, biochemical, fluorescence polarization, human. Platelet-activating factor acetylhydrolase 2, cytoplasmic (Homo sapiens), Q99487. recombinant PAFAH2, FP-rhodamine activity probe. inhibition, % at 3.39 µM. hit rate 0.99% among 340,000. AID 492956, 2010;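 active = inhibition above the mean over all tested compounds plus 3 SD, cut at about 30% in these data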;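 also: inhibitors block probe labeling of enzyme so polarization drops; 0% = enzyme with DMSO and 100% = wells lacking PAFAH2 protein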
Fh CTSL1 inh = Fasciola hepatica cathepsin L1 inhibitors, primary screen, counter-screen for PFM18AAP inhibitor project, biochemical, QFRET, fluorogenic peptide substrate; recombinant F. hepatica cathepsin L1, Z-Leu-Arg-MCA fluorescence; hit rate 0.49% among 300,000; inhibition, % at 5.96 µM; AID 1906, 2009;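 active = inhibition above the mean of all tested compounds plus 3 SD, set per screening campaign, cut at about 17% in these data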;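 also: 0% = plate median of test compound wells and 100% = 1 µM Z-Phe-Ala-diazomethylketone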
core dimer inh = inhibitors of HCV core protein dimerization, primary screen, biochemical, TR-FRET, high-throughput; inhibition, % at 5 µM; hit rate 0.33% among 300,000; TR-FRET GST/Flag-core106 dimerization, 1536-well; AID 1899, 2009;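 active = inhibition above the mean of all tested compounds plus 3 SD, set per screening campaign, cut at about 45% in these data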
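System: GST/Flag-tagged HCV core106 proteins. Incubation: compound-protein-antibody incubation 4 h at 22.5 °C. Technique: HTRF with 340 nm excitation, 617/671 nm emission. Medium: KF-containing HEPES buffer, pH 7.45, DTT, CHAPS, BSA. Read-out: inhibition (%) from 671 over 617 nm ratio. Also added: Eu(K)-anti-GST 90 ng/mL plus XL665-anti-Flag 1 µg/mL.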
An asterisk follows results filed as active; nt = not tested or not shown; & = joins results of further samples.

1) CCOc1ccc(C(=O)NCC(=O)NCC(c2ccco2)N2CCCCC2)cc1OCC (configuration not stated)
2) Cc1ccc(S(=O)(=O)NNC(=O)c2snnc2C)cc1
3) CCOC(=O)N1CCc2c(sc(NC(=O)c3ccc(S(=O)(=O)N4CCCC4)cc3)c2C#N)C1
4) Nc1nc(-c2cccnc2)nc2sc3c(c12)CCCC3
5) CN(Cc1cccs1)c1nc(-c2cccnc2)nc2ccccc12
6) CN(CC(=O)NCc1ccccn1)S(=O)(=O)c1ccc(Br)cc1
7) COc1ccc(C2C(C#N)=C(N)Oc3cc(N)ccc32)cc1OC (configuration not stated)
8) O=C(CSc1nnc(COc2ccccc2Cl)o1)Nc1ccccc1
Screen / compound no.	1	2	3	4	5	6	7	8
proCasp7 act	3	5	7	11	-5	2	-24	3
AHR act	-3	0	0	118*	31	-2	1	1
PP5 primary	-1.3	-0.5	4.7	3.3	5.2	0.4	0.3	2.0
PP1 inh	-8	0	0	-1	-9	-4	-3	0
procasp3 activ	10	7	-8	8	0	-10	-18	5
TPT1 inh	2	-7	20	4	3	-11	5	nt
PAFAH2 inh	6	-2	-5	-1	9	-4	-1	5
Fh CTSL1 inh	-2	-1	1	-1	3	-3	2	nt
core dimer inh	1	-8	4	6	-2	1	5	nt

9) CN(CC(=O)Nc1ccccc1Cl)C(=O)COC(=O)c1cc([N+](=O)[O-])ccc1N1CCOCC1
10) O=C(CCc1ccccc1)Nc1ccc(NC(=O)c2ccco2)nc1
11) COc1ccc(S(=O)(=O)Cc2ccc(C(=O)N3CCOCC3)o2)cc1
12) O=C(NCCCN1CCOCC1)c1cc(Cl)ccc1OCc1ccccc1
13) O=C(c1ccco1)N1CCN(CCCCN2C(=O)c3ccccc3C2=O)CC1
14) COc1ccc(CCN=Cc2ccccc2O)cc1OC
15) C/C(=N\NC(=O)C1CC1)c1ccc(Cl)c(Cl)c1
16) CSc1nc(NCC(C)C)c2c3c(sc2n1)CN(C)CC3
Screen / compound no.	9	10	11	12	13	14	15	16
proCasp7 act	-1	5	4	-5	4	2	12	0
AHR act	3	11	-2	10	-2	2	-1	5
PP5 primary	0.1	3.4	0.8	1.1	1.3	-2.1	0.4	-0.1
PP1 inh	-5	1	0	-2	-6	3	-4	7
procasp3 activ	2	-6	4	-1	-6	-1	4	-9
TPT1 inh	-1	-3	-1	0	3	1	0	2
PAFAH2 inh	8	1	-4	-2	5	6	1	5
Fh CTSL1 inh	7	0	0	7	-1	-4	2	4
core dimer inh	1	-9	-2	-22	0	1	-4	-2

17) O=C(Nc1ccc(CN2CCOCC2)cc1)c1ccc(Br)cc1
18) COc1ccc(-n2nnnc2CNC(=O)c2ccc(S(=O)(=O)N3CCOCC3)cc2)cc1
19) O=S(=O)(Cc1ccc(Cl)cc1)N1CCN(c2ncccn2)CC1
20) O=C(O)CSc1nc(-c2cccs2)cc(C(F)(F)F)n1
21) CC1(C)COCN1S(=O)(=O)c1ccc(C(=O)Nc2nnc(-c3ccc(Cl)s3)o2)cc1
22) COc1ccc(C(CNC(=O)c2ccc(-c3ccccc3Cl)o2)N2CCOCC2)cc1 (configuration not stated)
23) FC(F)(F)c1ccc(N2CCN(Cc3ccc4c(c3)OCO4)CC2)nc1
24) O=C(Cc1ccc([N+](=O)[O-])cc1)NCc1ccccc1Cl
Screen / compound no.	17	18	19	20	21	22	23	24
proCasp7 act	9	-6	3	-7	-10	-3	6	-3
AHR act	1	4	-4	3	1	3	-4	1
PP5 primary	-0.8	-0.4	1.4	-0.3	2.4	6.5	1.1	0.0
PP1 inh	-4	9	-2	-3	12	-10	0	-2
procasp3 activ	-2	-3	2	8	3	-6	7	-6
TPT1 inh	-1	-2	1	3	-5	2	-4	2
PAFAH2 inh	2	10	-3	nt	nt	-5	5	4
Fh CTSL1 inh	-1	7	1	2	7	-1	0	-3
core dimer inh	11	-10	0	-3	7	-2	4	-6

25) CCOC(CNC(=O)C(=O)Nc1cc2c3c(c1)CC(=O)N3CCC2)OCC
26) CC1(C)CC2(CCO1)OC(=O)CC2C(=O)Nc1cccc2ccccc12 (configuration not stated)
27) Nn1c(SCC(=O)N2CCOCC2)nnc1-c1ccco1
28) CCN1CCN(c2ccc(S(=O)(=O)N3CCOCC3)cc2NC(=O)COc2ccc(F)cc2Cl)CC1
29) O=c1cc(-c2cccc(Br)c2)nc(-c2ccccc2F)o1
30) Nc1nonc1-c1noc(CCCCCN2C(=O)c3ccccc3C2=O)n1
31) COc1ccc(OC)c2sc(N3CCN(c4ccccc4)CC3)nc12
32) CN=C(Nc1ccc(Cl)cc1)c1ccc(C(F)(F)F)cc1
Screen / compound no.	25	26	27	28	29	30	31	32
proCasp7 act	6	1	6	12	8	-2	-4	1
AHR act	2	10	-2	12	3	3	-2	85*
PP5 primary	1.6	-1.4	-2.1	4.7	2.9	-1.0	2.1	3.8
PP1 inh	-4	-4	-3	-6	-1	0	2	1
procasp3 activ	-2	-4	4	8	-5	-6	1	6
TPT1 inh	-1	1	2	4	-2	-2	-1	-3
PAFAH2 inh	3	2	-4	6	7	-7	11	-4
Fh CTSL1 inh	2	2	-2	-2	1	1	3	-1
core dimer inh	3	-2	-1	8	-4	-1	-2	-11

2 of the compounds above, tab-delimited.
nr	smiles	proCasp7 act	AHR act	PP5 primary	PP1 inh	procasp3 activ	TPT1 inh	PAFAH2 inh	Fh CTSL1 inh	core dimer inh
26	CC1(C)CC2(CCO1)OC(=O)CC2C(=O)Nc1cccc2ccccc12 (configuration not stated)	1	10	-1.4	-4	-4	1	2	2	-2
27	Nn1c(SCC(=O)N2CCOCC2)nnc1-c1ccco1	6	-2	-2.1	-3	4	2	-4	-2	-1

Other entries follow.
33) CCOC(=O)c1ccc(NC(=O)N2C3CCCC2CC(NC(C)=O)C3)cc1 (configuration not stated)
34) CCN(C[C@H]1N[C@@](CC)(C(=O)OC)[C@H]2C(=O)N(C)C(=O)[C@@H]12)S(=O)(=O)c1ccc(OC)cc1
35) CC(C)NS(=O)(=O)c1ccc(NC(=O)CCc2ccccc2)cc1
36) COc1ccc(C(=O)NCC(=O)N/N=C(\C)c2ccco2)cc1OC
37) N#CC1=C(S)N(c2ccccc2)C(c2ccc(-c3ccccc3Cl)o2)NC1=O (configuration not stated)
38) COc1ccc(OC)c(NC(=O)CSc2nc(=O)n(CCN3CCOCC3)c3c2CCCC3)c1
39) O=C(O)CSc1ccccn1
40) NC(=O)c1ccccc1NC(=O)c1ccccc1F
Screen / compound no.	33	34	35	36	37	38	39	40
proCasp7 act	2	2	-21	6	-30	0	13	2
AHR act	3	0	-1	3	11	5	0	1
PP5 primary	2.6	nt	3.0	2.7	0.4	1.1	-0.4	0.1
PP1 inh	-5	nt	4	1	4	-6	-2	-1
procasp3 activ	3	2	-8	-7	-1	1	3	2
TPT1 inh	-1	nt	-1	-4	7	-2	4	6
PAFAH2 inh	5	3	1	1	11	5	2	3
Fh CTSL1 inh	3	nt	0	-1	-1	-4	0	-3
core dimer inh	-7	nt	-7	-17	24	-3	-1	-1

41) COc1ccc(-c2cc(C3CC3)nc(SCC(=O)c3cccs3)c2C#N)cc1
42) COc1ccc(Cl)cc1N(CC(=O)N/N=C/c1ccc(OC(C)C)cc1)S(=O)(=O)c1ccc(C)c([N+](=O)[O-])c1
43) CC1CCC(C(C)C)C(OC(=O)Cn2c(-c3ccccc3)[n+](C)c3ccccc32)C1 (configuration not stated)
44) C=CCNC(=S)NNC(=O)CCC(O)COCCC(C)C (configuration not stated)
45) O=C1OC(/C=C/c2ccccc2)=NC/1=C/c1ccco1
46) COC(=O)C[C@H]1c2cc(F)ccc2S(=O)(=O)N1c1ccccc1
47) O=C(CSCc1ccccc1Br)N/N=C/c1ccc(OCC(=O)N2CCCCC2)cc1
48) C/C(=N\NC(=O)c1ccc(N2CCCC2=O)cc1)c1ccccc1
Screen / compound no.	41	42	43	44	45	46	47	48
proCasp7 act	12	5	7&-5	6	0	-8	4	-9
AHR act	5	9	-1&7	2	0	1	3	0
PP5 primary	-0.9	-8.5	0.5&-1.6	-1.9	1.7	2.4	2.5	0.8
PP1 inh	0	4	0&-3	-5	2	4	5	-3
procasp3 activ	2	3	-5&3	5	-3	3	2	-3
TPT1 inh	4	-3	5&1	0	2	-1	1	0
PAFAH2 inh	-7	-16	9&5	2	15	9	1	-1
Fh CTSL1 inh	-1	11	-2&0	-2	0	2	0	-3
core dimer inh	-98	29	0&3	0	-2	9	7	5

49) CCCNC(=O)c1ccccc1NC(=O)C1=CSCCO1
50) Cc1ccc(NC(=O)CCNC(=O)c2ccc(Cl)cc2)cc1F
51) COc1ccc(C(=O)OCC(=O)NCc2cccs2)c(OC)c1OC
52) COc1ccc(NS(=O)(=O)c2cn(C)c(=O)n(C)c2=O)cc1
53) O=C(O)CSc1ncnc2nc[nH]c12
54) O=C1CCCN1CN(C(=O)c1ccccc1)c1ccccc1
55) CCCCC1C2C(=O)N(c3ccccc3)C(=O)C2ON1c1ccccc1 (configuration not stated)
56) COc1ccc2oc(-c3ccc(C)c(NC(=O)CSc4ccc(Cl)cc4)c3)nc2c1
57) NC(=O)c1ccc(NCCc2ccccc2)c([N+](=O)[O-])c1
Screen / compound no.	49	50	51	52	53	54	55	56	57
proCasp7 act	4	-8	-3	11	-5	1	-3	6	5
AHR act	4	1	1	-1	1	1	-1	-10	-1
PP5 primary	1.4	4.6	nt	-1.0	4.6	0.8	1.2	-0.5	1.8
PP1 inh	-3	-3	nt	-4	0	0	-4	-1	-2
procasp3 activ	2	0	9	-1	1	2	1	3	-8
TPT1 inh	0	-2	nt	-2	2	-2	-3	0	0
PAFAH2 inh	3	-2	72*	-7	3	-6	2	-7	1
Fh CTSL1 inh	-2	5	nt	0	-5	4	-6	3	2
core dimer inh	-1	-10	nt	4	1	-3	7	10	-2

Only core dimer inh, Fh CTSL1 inh and TPT1 inh (4 entries from above):
No. | Structure | core dimer inh | Fh CTSL1 inh | TPT1 inh
16 | CSc1nc(NCC(C)C)c2c3c(sc2n1)CN(C)CC3 | -2 | 4 | 2
12 | O=C(NCCCN1CCOCC1)c1cc(Cl)ccc1OCc1ccccc1 | -22 | 7 | 0
20 | O=C(O)CSc1nc(-c2cccs2)cc(C(F)(F)F)n1 | -3 | 2 | 3
33 | CCOC(=O)c1ccc(NC(=O)N2C3CCCC2CC(NC(C)=O)C3)cc1 (configuration not stated) | -7 | 3 | -1
